POLH inh: qHTS for Inhibitors of Polymerase Eta | Potency, µM (series often up to 114 µM), without a hit: at the top dose activity change, negative = inhibition, hits mostly inhibitors | recombinant Pol eta, fluorescent DNA replication assay | 1.2% of 390,000 active | DNA polymerase eta (Homo sapiens), Q9Y253; further: on the % scale 0 is the no-effect control and ±100 the full control effect
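Pol eta (10 nM) was preincubated with compounds for 15 min at room temperature, after which fluorescent replication substrate (50 nM final) was added to start the reaction. Fluorescence was read kinetically at 0 and 10 min.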
BAZ2B inh: qHTS Assay for Inhibitors of BAZ2B; Bromodomain adjacent to zinc finger domain protein 2B (Homo sapiens), Q9UIF8; AlphaScreen BAZ2B-H3K14Ac peptide displacement; Potency, µM (series often up to 114 µM), inactives show at the top dose activity change, negative = inhibition, usual class: inhibitors; 4.4% of 360,000 active; AID 504333, 2011; further: on the % scale 0 is the no-effect control and ±100 the full control effect; nearly all actives have a fitted effect of over 60% in size
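BAZ2B (50 nM) with biotin-H3(5-23)K14Ac peptide (50 nM) in PBS pH 7.4, 0.01% Tween-20, preformed 30 min, then compound 30 min at room temperature; top concentration 110uM. AlphaScreen streptavidin donor/nickel chelate acceptor beads (10 ug/mL final), 20 min dark, signal read.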
BLM helicase inh: qHTS Assay for Inhibitors of Bloom's syndrome helicase (BLM). RecQ-like DNA helicase BLM (Homo sapiens), P54132. recombinant BLM DNA unwinding, fluorescence dequenching. Potency, µM (doses to about 56.1 µM), for the others: top-dose activity change, negative = inhibition, most hits filed as inhibitors. 0.2% of 350,000 active. AID 2528, 2010;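 further: plate controls were vehicle for no effect and no enzyme for full effect; nearly all actives have a fitted effect of over 35% in size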
POLB inh: qHTS Assay for Inhibitors of DNA Polymerase Beta. P06746. Pol beta primer extension/strand displacement, fluorescence kinetic. Potency, µM (top dose mostly 114 µM), inactives show at the highest dose activity change, negative = inhibition, most hits filed as inhibitors. 1.3% of 340,000 active; further: on the % scale 0 is the no-effect control and ±100 the full control effect
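Pol beta (10 nM) and compounds were preincubated 15 min at room temperature, then 50 nM substrate (final) started primer extension/strand displacement. Reads were taken at 0 and 10 min; concentration-response data were fitted to a four-parameter Hill equation.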
Anesthetic bind: qHTS Assay for Identification of Novel General Anesthetics; Ferritin light chain (Equus caballus), P02791; apoferritin/1-aminoanthracene competitive binding, fluorescence; Potency, µM (top dose mostly 77.5 µM), for the others: top-dose activity change, negative = displacement, most hits filed as inhibitors; 0.074% of 350,000 active; AID 485281, 2010; further: on the % scale 0 is the no-effect control and ±100 the full control effect; nearly all actives have a fitted effect of over 20% in size
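Apoferritin-based anesthetic binding model; compound displacement of fluorescent 1-AMA measured as endpoint fluorescence after 10 minutes at room temperature, scaled to free-ligand and complex controls.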
APE1 inh: qHTS Assay for Inhibitors of the Human Apurinic/apyrimidinic Endonuclease 1 (APE1) | 0.35% of 350,000 active | Potency, µM (highest dose often 65.8 µM), for inactives: at the top dose activity change, negative = inhibition, actives largely listed as inhibitors | recombinant APE1, TAMRA/BHQ-2 abasic DNA cleavage fluorescence | AID 2517, 2012;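 further: plate controls were vehicle for no effect and reference inhibitor for full effect; nearly all actives have a fitted effect of over 55% in size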
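Incision of a quenched TAMRA/BHQ-2 THF abasic-site duplex (50 nM) by 0.75 nM APE1, after 15 min compound preincubation, measured as fluorescence increase over three 60 s reads. Values normalized to buffer, DMSO and NSC13755 control wells.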
G9a inh: qHTS Assay for Inhibitors of Histone Lysine Methyltransferase G9a; Histone-lysine N-methyltransferase EHMT2 (Homo sapiens), Q96KQ7; G9a H3K9 monomethylation, AlphaScreen, 2 h; Potency, µM (doses to about 102 µM), inactives show at the top dose activity, negative = inhibition, hits mostly inhibitors; 8.8% of 350,000 active; further: on the % scale 0 is the no-effect control and ±100 the full control effect; nearly all actives have a fitted effect of over 75% in size
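Quantitative HTS format: methyltransferase activity on a biotin-tagged H3K9 peptide is measured by AlphaScreen, using a rabbit anti-monomethyl-H3K9 antibody with streptavidin donor and anti-IgG acceptor beads. Final levels are 20 nM enzyme, 500 nM peptide, 20 uM SAM; 2 h RT.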
POLI inh: qHTS for Inhibitors of Polymerase Iota; Pol iota fluorescent replication assay, 10 min; Potency, µM (titrated, usually from 115 µM), inactives show top-dose activity, negative = inhibition, most hits filed as inhibitors; 1% of 390,000 active
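Pol iota at 10 nM preincubated 15 min with compounds at room temperature; reaction started with fluorescent substrate, 50 nM final. Fluorescence read kinetically at 0 and 10 min; buffer-only wells as negative control.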
Pol kappa inh: qHTS for Inhibitors of Polymerase Kappa. DNA polymerase kappa (Homo sapiens), Q9UBT6. purified Pol kappa, fluorescent DNA synthesis assay, 10 min. Potency, µM (series often up to 107 µM), for the others: at the highest dose activity, negative = inhibition, actives largely listed as inhibitors. 0.53% of 400,000 active. AID 588579, 2011; further: on the % scale 0 is the no-effect control and ±100 the full control effect
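Inhibition of 10 nM Pol kappa is measured by a fluorescent read-out at 0 and 10 min following addition of 50 nM substrate (final), with a 15-min room-temperature compound preincubation.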
Active calls of the source: *; ? = inconclusive; . = no result given; [ ] = another dose, or the depositor's remark. The call rests on the fitted dose curve; in most records, active means well fitted curve in the direction sought with a large enough effect; inconclusive means small, poorly fitted or top-dose-only effect, or another doubt; inactive means no such curve, though single readings can be large; an effect the other way counts as inactive or inconclusive. Potency means the concentration at half of the fitted maximal effect. This is a subset, so the mix of outcomes need not match the whole.

SMILES | POLH inh | BAZ2B inh | BLM helicase inh | POLB inh | Anesthetic bind | APE1 inh | G9a inh | POLI inh | Pol kappa inh
Clc1ccc(C(c2nnnn2C2CCCCC2)N(Cc2cccnc2)Cc2ccco2)cc1 (centres undefined) | -16% | 0% | -2% | 6% | 54%[activator] | 18% | -36%[59 µM] | 12% | -6%
Clc1ccc2nc(-c3ccccc3)c(CN3CCOCC3)n2c1 | 0% | -6% | -2% | 1% | -15% | -1% | 16% | 2% | -19%
O=C(COc1ccc(Cl)cc1Cl)N/N=C/c1ccc(OC2OC(CO)C(O)C(O)C2O)cc1 (centres undefined) | -10% | 3% | 2% | -7% | 3% | 4% | 12% | -11% | 6%
Nc1[nH]ncc1S(=O)(=O)c1ccccc1 | -4% | 3% | -1% | 18% | 7% | 37% | -5%[2.33 µM] | 26% | 0%
O=C(c1ccc(S(=O)(=O)Nc2ccccc2)cc1)N1CCC1 | -15% | -5% | . | . | . | 23% | -3% | 10% | -4%
CCOC(=O)NC(Nc1ccc(S(N)(=O)=O)cc1)(C(=O)OCC)C(F)(F)F (centres undefined) | -13% | -7% | -3% | 0% | -20% | 3% | -48%[59 µM] | 4% | -3%
COc1ccc(C(=O)Nc2cccc(C(=O)OCc3cc(=O)n4c5c(sc4n3)CCCC5)c2)cc1 | -4% | -3% | 0% | -16% | 2% | . | 9%[59 µM] | 4% | -8%[60.1 µM]
Cc1c(Cl)cccc1-n1ncc(C(=O)N2CCOCC2)c1C1CCN(C(=O)OC(C)(C)C)CC1 | -21% | 8%[57.1 µM] | 3% | 22% | -9% | . | -4%[59 µM] | 32%[activator] | -3%
CCc1ccc(C2=CC(c3cccc(Br)c3)n3nnnc3N2)cc1 (centres undefined) | -12% | 16% | 2% | 6% | -19% | . | ? | -18% | -5%[60.1 µM]
O=C(c1cccc(F)c1)N1CCC2(CC1)CN(c1ccncc1)C2 | . | . | 3% | . | . | 3% | 6%[12.7 µM] | . | -4%[60.1 µM]
O=C(O)CCC/C=C\C[C@@H]1C(/C=C/[C@@H](O)COc2cccc(C(F)(F)F)c2)[C@@H](O)C[C@@H]1O (some centres undefined) | . | . | . | . | 2% | 11% | 29%[59 µM] | . | 0%[19.4 µM]
O=Cc1coc2c(ccc3ccccc32)c1=O | . | -8% | -15% | 79µM* | -13% | -6% | ? | . | .

Ten of the compounds above, with two lines to a compound:
Screens in order – POLH inh | BAZ2B inh | BLM helicase inh | POLB inh | Anesthetic bind | APE1 inh | G9a inh | POLI inh | Pol kappa inh
Clc1ccc(C(c2nnnn2C2CCCCC2)N(Cc2cccnc2)Cc2ccco2)cc1 (centres undefined)
  -16% | 0% | -2% | 6% | 54%[activator] | 18% | -36%[59 µM] | 12% | -6%
Clc1ccc2nc(-c3ccccc3)c(CN3CCOCC3)n2c1
  0% | -6% | -2% | 1% | -15% | -1% | 16% | 2% | -19%
O=C(COc1ccc(Cl)cc1Cl)N/N=C/c1ccc(OC2OC(CO)C(O)C(O)C2O)cc1 (centres undefined)
  -10% | 3% | 2% | -7% | 3% | 4% | 12% | -11% | 6%
Nc1[nH]ncc1S(=O)(=O)c1ccccc1
  -4% | 3% | -1% | 18% | 7% | 37% | -5%[2.33 µM] | 26% | 0%
O=C(c1ccc(S(=O)(=O)Nc2ccccc2)cc1)N1CCC1
  -15% | -5% | . | . | . | 23% | -3% | 10% | -4%
CCOC(=O)NC(Nc1ccc(S(N)(=O)=O)cc1)(C(=O)OCC)C(F)(F)F (centres undefined)
  -13% | -7% | -3% | 0% | -20% | 3% | -48%[59 µM] | 4% | -3%
COc1ccc(C(=O)Nc2cccc(C(=O)OCc3cc(=O)n4c5c(sc4n3)CCCC5)c2)cc1
  -4% | -3% | 0% | -16% | 2% | . | 9%[59 µM] | 4% | -8%[60.1 µM]
Cc1c(Cl)cccc1-n1ncc(C(=O)N2CCOCC2)c1C1CCN(C(=O)OC(C)(C)C)CC1
  -21% | 8%[57.1 µM] | 3% | 22% | -9% | . | -4%[59 µM] | 32%[activator] | -3%
CCc1ccc(C2=CC(c3cccc(Br)c3)n3nnnc3N2)cc1 (centres undefined)
  -12% | 16% | 2% | 6% | -19% | . | ? | -18% | -5%[60.1 µM]
O=C(c1cccc(F)c1)N1CCC2(CC1)CN(c1ccncc1)C2
  . | . | 3% | . | . | 3% | 6%[12.7 µM] | . | -4%[60.1 µM]

Following part
SMILES | POLH inh | BAZ2B inh | BLM helicase inh | POLB inh | Anesthetic bind | APE1 inh | G9a inh | POLI inh | Pol kappa inh
CCCc1cc(N2CCN(c3cc(Cl)ccc3C)CC2)n2cnnc2n1 | -15% | -24% | -25% | 1% | ? | . | 10%[59 µM] | ? | 7%
COc1ccc(OC)c(CCNC(=O)Cc2ccc(NC3=NC4CS(=O)(=O)CC4S3)cc2)c1 (centres undefined) | -7% | 5% | 1% | 1% | 0% | 33% | 10% | -21% | 16%
O=C(Nc1cccc(F)c1)C1CCCN(c2cnccn2)C1 (centres undefined) | -24% | ? | -1% | 28% | -7% | 12% | 10% | 26% | -4%
CCCn1c(=N)c(C(=O)NCC2CCCO2)cc2c(=O)n3cc(C)ccc3nc21 (centres undefined) | -15% | -1% | 10% | 0% | 444%[activator] | . | ? | 14% | -16%
Clc1ccc(-c2nnc3n2CCCS3)cc1 | -8% | 13% | -3% | 0% | -15% | 0% | 22%[59 µM] | 2% | -6%
OC[C@H]1OC(Nc2ccc(N=Nc3ccccc3)cc2)[C@@H](O)[C@@H](O)[C@@H]1O (some centres undefined) | -20% | ? | -2% | 4% | 0% | 9% | . | -15% | -19%
Cn1c(N/N=C2\CCCc3ccccc32)nc2c1c(=O)n(Cc1ccc(F)cc1)c(=O)n2C | -1% | -17% | -11% | -1% | -1% | 1% | 8%[59 µM] | -2% | -5%
Nc1nc(NCCO)nc(NCC2CCCO2)c1[N+](=O)[O-] (centres undefined) | -4% | 5% | -8% | 22µM* | 5% | 1% | 20%[59 µM] | 15% | -20%
CC1C2CCC3C4CC=C5CC(N(C)C)CC[C@@]5(C)C4CC[C@@]32CN1C (some centres undefined) | . | . | 33%[activator] | . | -15% | . | 11%[12.7 µM] | . | 2%[19.4 µM]
NC(CSCc1cccc(Br)c1)C(=O)O (centres undefined) | -20% | -3% | -1% | 1% | -14% | 11% | -33% | -4% | 9%
CCOC(=O)c1ccccc1NC(=O)CCOc1ccccc1 | 13% | 128%[activator] | -5% | 0% | 9% | . | 38%[59 µM] | 0% | 2%
N#CCc1cnc2ccccc2n1 | -4% | -23% | -8% | 44% | 1% | -3% | . | 35%[activator] | -10%
Cc1cc(C)c(C#N)c(SCC(O)COc2ccc(Br)cc2)n1 (centres undefined) | -25% | 2% | -10% | 18% | -10% | -6% | 21% | 21% | -6%
O=C1CN2CCC1C/C2=C\c1ccnc2c(Cl)cccc12 (centres undefined) | -2% | -10% | -2% | ? | -2% | 43%[activator] | ? | -12% | -14%
CN(CCO)CCOCCOc1cccc2ccccc12 | -5% | . | 7% | -1% | -10% | -4% | ? | -12% | -3%
C(=C\c1ccco1)/c1nc2ccccc2[nH]1 | -19% | ? | -21% | -17% | 7% | 3% | . | 2% | -3%
O=C(Cn1cc([N+](=O)[O-])cn1)NCc1ccccc1 | -8% | 7% | -23% | -20% | -5% | 7% | . | 38%[activator] | -15%
CCOC(=O)N1CCC(N(CCN(C)C)C(=S)Nc2cc(Cl)ccc2C)CC1 | -16% | -19% | -1% | -2% | -19% | 0% | -34% | 41%[activator] | -4%
CCn1c(C)nc2cc(C(=O)N/N=C(\C)c3ccc(N4CCOCC4)cc3)ccc21 | -14% | 0% | 0% | -10% | -4% | 0% | 10% | -13% | -17%
N/C(=N\OC(=O)c1ccco1)c1ccc(Cl)cc1 | -9% | 3% | -5% | 2% | -6% | ? | -11%[0.501 µM] | 0% | 0%
COc1ccc(OC2C(=O)N(Cc3ccc(F)cc3)C2c2ccc(OC)c(OC)c2)cc1 (centres undefined) | -3% | 4% | -4% | 20% | -13% | -10% | 5%[59 µM] | -8% | -1%[60.1 µM]
CSC1=NC(C(Cl)(Cl)Cl)N=C(c2ccc(C)cc2)N1 (centres undefined) | -15% | -20% | -2% | 13% | -22% | -2% | 14µM* | 65%[activator] | 3%
O=S(=O)(Nc1ccc2c(c1)oc1ccccc12)N1CCCC1 | -23% | -16% | -9% | 3% | ? | -7% | 22%[12.7 µM] | 14% | -13%
C/C(N)=C(/C#N)C(=O)COC(=O)c1cc(-c2ccc(C)cc2)nc2ccccc12 | -12% | -21% | 0% | -11% | -8% | 9% | 18%[59 µM] | 8% | -11%
COc1cccc(C(=O)NCCCNC(=O)c2cccc(OC)c2)c1 | -19% | 10% | 2% | 44% | -7% | -11% | -7%[0.501 µM] | 18% | 4%
CCc1cccc(C)c1NC(=O)COC(=O)Cn1c(C)csc1=O | 4% | -2% | . | . | . | -3% | -28% | 13% | 3%
Cc1ccc(C)c(N(C)S(=O)(=O)c2ccc3[nH]cc(C(=O)NCCN4CCOCC4)c(=O)c3c2)c1 | -1% | -33% | -8% | 0% | 6% | 32%[activator] | -9% | 4% | -17%
CC(Oc1ccc2c(-c3ccccc3)cc(=O)oc2c1)C(=O)NCc1ccccn1 (centres undefined) | -10% | -1% | 1% | 40% | -20% | 14% | 1%[12.7 µM] | 16% | 16%

Bioassay records as filed in PubChem BioAssay.
